# Source: PubChem BioAssay (National Center for Advancing Translational Sciences (NCATS))
# KCNH2 3.1 block – inhibitors of human KCNH2 3.1 potassium channel isoform | U2OS KCNH2 3.1, thallium flux FluxOr; active compounds read low | 340,000 tested, 0.95% active | activity change, % (tested at about 1.8 µM);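 active = maximum activity change below -70%; inconclusive = maximum activity change from -70% to -50%; inactive = maximum activity change above -50%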;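 note: thallium influx rate constant from kinetic fluorescence after stimulation buffer; % is set by controls: 0 for no effect and ±100 for the full control effect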
#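 FluxOr-based Tl+ influx in U2OS cells transduced with KCNH2 3.1 virus; rate constants normalized to DMSO controls.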
# Eya2 inh – blocks the phosphatase activity of human Eya2; O00167; recombinant Eya2, OMFP fluorescence dephosphorylation (OMFP is methylfluorescein phosphate); Potency, µM (titrated, usually from 76.9 µM), without a hit: at the top dose activity, negative = inhibition, usual class: inhibitors; 330,000 tested, 0.006% active; AID 488837; note: potency is the fitted concentration of half-maximal effect; % is set by controls: 0 for no effect and ±100 for the full control effect
#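 Eya2 protein (added as 0.2 uM solution) was preincubated with compound for 10 min at ambient temperature in 50 mM HEPES pH 7.5, 50 mM NaCl, 5 uM MgCl2, 0.05% BSA, 1 mM DTT. OMFP (added at 50 uM) then reacted 10 min; fluorescence read at 485/525 nm.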
# TSHR antag – antagonists of human thyroid stimulating hormone receptor | 330,000 tested, 0.2% active | activity change, negative = inhibition, % at 11.5 µM | TSHR-expressing cells, TSH-stimulated cAMP HTRF, 2 h; active compounds read low;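 active = activity change below a set negative limit, meaning inhibition stronger than a set level, cut at about -70% in these data; inconclusive = activity change between two set negative limits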; note: % is set by controls: 0 for no effect and ±100 for the full control effect
#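 TSHR-expressing cells, 200/well, pre-treated with compound, then stimulated with EC80 TSH (4nM final) for 2 hours at 37 deg C. cAMP measured by competitive HTRF: anti-cAMP cryptate antibody in lysis buffer plus cAMP-d2, read after 30 minutes at room temperature.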
# KCNH2 WT inh – inhibitors of human wildtype KCNH2 potassium channel | U2OS, BacMam KCNH2, thallium flux FluxOr; active compounds read low | activity change, % at 1.84 µM | 340,000 tested, 0.37% active;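 active = maximum activity change below -70%; inconclusive = maximum activity change between -70% and -50%; inactive = maximum activity change above -50%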; note: % is set by controls: 0 for no effect and ±100 for the full control effect
# Target sequence (Q12809 whole entry, looked up): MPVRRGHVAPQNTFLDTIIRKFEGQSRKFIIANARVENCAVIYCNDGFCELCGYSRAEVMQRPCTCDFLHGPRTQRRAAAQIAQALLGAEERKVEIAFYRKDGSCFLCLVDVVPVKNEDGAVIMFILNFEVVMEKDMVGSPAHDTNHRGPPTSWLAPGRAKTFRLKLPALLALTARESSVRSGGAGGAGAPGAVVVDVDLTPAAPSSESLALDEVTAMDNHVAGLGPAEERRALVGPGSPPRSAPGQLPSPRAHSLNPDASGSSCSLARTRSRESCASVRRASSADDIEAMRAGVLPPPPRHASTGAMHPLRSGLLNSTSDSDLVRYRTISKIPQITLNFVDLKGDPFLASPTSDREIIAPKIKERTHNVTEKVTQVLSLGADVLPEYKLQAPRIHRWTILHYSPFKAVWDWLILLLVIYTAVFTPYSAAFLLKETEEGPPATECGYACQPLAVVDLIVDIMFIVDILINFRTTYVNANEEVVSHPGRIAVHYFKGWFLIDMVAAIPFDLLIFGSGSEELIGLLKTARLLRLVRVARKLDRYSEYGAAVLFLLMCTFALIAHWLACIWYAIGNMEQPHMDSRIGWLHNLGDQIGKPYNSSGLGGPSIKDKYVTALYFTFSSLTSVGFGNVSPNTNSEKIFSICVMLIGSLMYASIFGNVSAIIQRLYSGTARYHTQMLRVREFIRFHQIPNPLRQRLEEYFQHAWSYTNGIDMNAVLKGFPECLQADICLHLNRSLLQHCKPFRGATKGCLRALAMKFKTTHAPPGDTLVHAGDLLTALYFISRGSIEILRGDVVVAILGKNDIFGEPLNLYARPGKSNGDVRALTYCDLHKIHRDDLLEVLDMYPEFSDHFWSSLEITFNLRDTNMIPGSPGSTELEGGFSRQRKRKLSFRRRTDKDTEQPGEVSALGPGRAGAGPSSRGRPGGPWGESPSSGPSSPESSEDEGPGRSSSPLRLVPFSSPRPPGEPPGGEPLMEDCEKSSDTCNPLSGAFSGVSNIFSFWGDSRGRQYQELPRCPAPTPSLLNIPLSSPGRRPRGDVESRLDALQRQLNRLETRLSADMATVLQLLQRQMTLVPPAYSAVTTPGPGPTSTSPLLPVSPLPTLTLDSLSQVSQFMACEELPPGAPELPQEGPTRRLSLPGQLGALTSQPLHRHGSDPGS
#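 U2OS cells were transduced with wild-type KCNH2 virus (2.03 x 10^8 / mL) for 4 h at room temperature, then cultured overnight at 37 C. Thallium flux was read with FluxOr dye. Rate constants were normalized to DMSO controls.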
# A-T KAP1 phos – potential ataxia-telangiectasia treatments restoring KAP-1 phosphorylation; Potency, µM (series often up to 57.5 µM), without a hit: at the highest dose activation, most hits filed as activators; […] A-T fibroblasts, KAP-1 phosphorylation AlphaLISA; neocarzinostatin DNA damage 30 min before lysis; 320,000 tested, 0.19% active; AID 485349; note: potency is the fitted concentration of half-maximal effect; % of control where 0% means no effect; nearly all actives have a fitted effect of over 45% in size
#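 ATM-like activity read as KAP-1 phosphorylation via AlphaLISA donor/acceptor antibody pairs after lysis and 6 hr at 25C. Cells were ATM-null patient fibroblasts ([…], hTERT), dosed 60 min, then exposed to the DSB inducer NCS for 30 min.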
# TCR act – T cell receptor activation; Potency, µM (titrated, usually from 9.22 µM), inactives show at the highest dose activation of IL-2 secretion, hits mostly activators; primary human leukocytes, anti-CD3, IL-2 HTRF, 48 h; 330,000 tested, under 10 active; note: % of control where 0% means no effect
#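 TCR engagement came from a-CD3 beads alone, with compounds added to primary human leukocytes for 48 hr. Secreted IL-2 bridged europium cryptate- and d2-labelled anti-IL-2 antibodies, giving FRET emission at 665nm after 320nm excitation.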
# Mito fusion yeast – inhibitors of mitochondrial division or activators of mitochondrial fusion; S. cerevisiae fusion-defective mutant growth rescue, CellTiterGlo 48 h; Potency, µM (highest dose often 46.1 µM), for inactives: at the top dose growth rescue (activation), hits mostly activators; 320,000 tested, 0.23% active;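 note: potency is the fitted concentration of half-maximal effect; % of control where 0% means no effect; nearly all actives have a fitted effect of over 45% in size; temperature-sensitive fusion mutants such as fzo1-1 at 37 °C on non-fermentable ethanol glycerol medium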
#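 Read-out: ATP-based luminescence (CellTiterGlo, 10 min ambient) reporting growth of fusion-defective ts yeast after 48 hours at 37C on glycerol/ethanol YPEG medium in the presence of compound.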
# USP2a block – inhibitors of human ubiquitin-specific protease USP2a | 330,000 tested, 0.01% active | Potency, µM (doses to about 38.3 µM), for the others: top-dose activity change, negative = inhibition, usual class: inhibitors | AID 463254 | USP2 core, Ub-CHOP2 coupled fluorogenic reporter, 485/531;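 note: potency is the fitted concentration of half-maximal effect; plate controls were DMSO wells for no effect and full inhibition by NEM control for full effect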
#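 USP2 core (10nM final) preincubated 30min RT with compound in 20mM Tris-HCl pH 8.0, 2mM CaCl2, 2mM beta-mercaptoethanol, 0.05% CHAPS; 25nM Ub-CHOP2 plus 25nM reporter substrate added, fluorescence (Ex485/Em531) read after 60min.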
# TRPV1 agonist – human TRPV1 agonism | Q8NER1 | TRPV1-expressing cells, Fluo-8 calcium influx, agonist mode | activation, % at 8.33 µM | 320,000 tested, 0.19% active | AID 540275; in the data active = activation above about 80%; inconclusive = between about 30% and that limit; note: 0% is about no effect
#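 Fluo-8 calcium influx in TRPV1-expressing cells, kinetic read (ex 480/em 520 nm). Compound added and read 3 min for agonist activity, followed by capsaicin at EC20 final and 2 min further read for enhancement.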
# ELG1 repair inh – blocks ELG1-dependent DNA repair in HEK293T cells. HEK293T ELG1-luciferase reporter, luminescence, 16 h; DNA damage induced by 5-fluorouridine. Potency, µM (doses to about 46.1 µM), for the others: at the highest dose activity change, negative = inhibition, hits mostly inhibitors. 330,000 tested, 2.3% active; note: potency is the fitted concentration of half-maximal effect; % is set by controls: 0 for no effect and ±100 for the full control effect; nearly all actives have a fitted effect of over 55% in size
#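 Luminescence from the luciferase reporter, measured 30 min after ONE-Glo reagent at room temperature, was the read-out. Beforehand, 2,000 cells per well were exposed for 16 hr at 37 °C to 5-fluorouridine together with compound or vehicle.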
# * marks the source's active call; other numbers are inactive results; i = inactive; ? = inconclusive; / = no result given; [ ] = remark or other dose. Unless noted, calls come from the whole dose curve; as a rule, active = well fitted curve in the direction sought with a large enough effect; inconclusive = small, poorly fitted or top-dose-only effect, or another doubt; inactive = no such curve, though single readings can be large; an effect the other way counts as inactive or inconclusive. Only part of the results is shown. The share of hits here may be higher or lower than overall.
# Results follow in this order: KCNH2 3.1 block	Eya2 inh	TSHR antag	KCNH2 WT inh	A-T KAP1 phos	TCR act	Mito fusion yeast	USP2a block	TRPV1 agonist	ELG1 repair inh
COc1ccc(C2/C(=C(\O)c3ccc4c(c3)OCCO4)C(=O)C(=O)N2c2nc(C)c(C(C)=O)s2)cc1 (centres undefined)
    -10	10%	-6	-26	-6%	1%	2%	0%	-3	?
O=C(NCc1ccc(Cl)cc1)C(=O)NCC1CCCN1S(=O)(=O)c1cccs1 (centres undefined)
    -2	-18%	-9	2	14%	6%	3%	2%	-2	?
O=C(CSc1nc2ccccc2c(=O)n1-c1ccc(OC(F)F)cc1)NC1CC1
    -7	2%	4	-4	9%	-5%	2%	0%	-2	?
Cc1ccc(N(CC(=O)NCc2ccco2)C(=O)CCC(=O)Nc2ccccn2)c(C)c1
    -1	3%	-14	-16	-5%	2%	-5%	1%	0	-5%
Brc1cccc(/C=N/Nc2nc(N3CCCCC3)nc(N3CCCCC3)n2)c1
    /	2%	2	/	-3%	/	-2%	2%	8	10%
COc1ccc(C2=NOC(C(=O)NCc3ccccn3)C2)cc1OC (centres undefined)
    -2	2%	8	-2	-1%	/	-1%	1%	-1	13%
Cc1ccc2nc(SCc3cn4cccnc4n3)[nH]c2c1
    -47	-1%	0	3	-2%	0%[46.1 µM]	-6%	0%	0	?
CCOC(=O)CSc1nnc(CNC(=O)c2ccc(OC)cc2)n1C1CCCCC1
    -9	-6%	-8	4	1%	-3%	-1%	1%	-2	0%
COc1ccccc1NC(=S)NCCc1ccccc1
    11	-13%	-3	-4	5%	2%	-7%	-1%	?	0%
Cc1cc(NC(=O)COC(=O)c2ccc(OC(F)(F)F)cc2)no1
    -13	13%	17	-4	4%	-3%	1%	1%	0	18%
COc1cc(C2NC(=O)NC(C)=C2[N+](=O)[O-])cc(OC)c1OC (centres undefined)
    -4	10%	2	1	9%	5%	2%	-2%	-3	10%
C/C(=N\NC(=O)c1nnn(-c2nonc2N)c1CN(C)c1ccccc1)c1cccnc1
    -7	1%	-3	-1	3%	13%	3%	0%	3	0%
COc1ccc(C=O)cc1COc1ccc(Cl)cc1[N+](=O)[O-]
    0	-7%	2	-29	9%	1%	0%	3%	6	-7%
CC(=O)c1c(C(C)=O)c(C)n(-c2ccc(C)c(NC(=O)c3ccccc3Cl)c2)c1C
    3	-7%	-8	-13	-1%	/	2%	3%	1	?
Cc1cc(C(=O)OCC(=O)NC2CC2)ccc1[N+](=O)[O-]
    14	-1%	-22	-2	1%	-7%	0%	-1%	2	12%
CC(NC(=O)Cn1nc(C(=O)O)c2ccccc2c1=O)C12CC3CC(CC(C3)C1)C2 (centres undefined)
    6	5%	5	3	2%	/	5%	0%	-3	12%
CC(=O)c1cccc(NC(=S)N2CCc3ccccc32)c1
    -1	-1%	-36	7	13%	3%	-5%	0%	11	?
C/C(=N\NC(=O)c1nnn(-c2nonc2N)c1CSc1ccccc1)c1ccc2c(c1)OCO2
    -2	-18%	-10	-27	-3%	3%	1%	2%	0	23%
CCOC(=O)c1cccc(NC(=O)c2ccccc2C)c1
    -2	3%	-4	-8	1%	-3%	2%	1%	1	-16%
COc1ccccc1C(=O)NNC(=O)CCC(=O)NCc1ccccc1
    5	-11%	9	-3	2%	0%	-2%	-1%	-2	-3%
CC(CCc1ccccc1)NC(=O)Cc1ccc(Br)cc1 (centres undefined)
    -14	-8%	3	-7	10%	/	6%	0%	?	1%
O=C(Nc1ccc(Oc2nnc(-c3ccccc3)c3ccccc23)cc1)c1ccccc1
    -6	0%	-7	11	0%	7%[46.1 µM]	9%	5%	1	23µM*
O=S(Cc1ccc(Br)cc1)Cc1nnc(SCc2c(Cl)cccc2Cl)n1-c1ccccc1 (centres undefined)
    -6	-3%	-2	-6	-5%	1%	28%	-12%	26	?
CCc1cccc(C)c1NC(=O)CCNC(=O)c1cccc(C)c1
    -6	5%	-4	-1	3%	-1%	-8%	-1%	0	-3%
CCCCNC(=O)c1ccc(Cn2c(=S)[nH]c3c([nH]c4ccc(OC)cc43)c2=O)cc1
    -8	2%	-2	-3	11%	-1%[46.1 µM]	-2%	1%	-3	?
COc1ccc(C(=O)Nc2nc3ccccc3c(=O)[nH]2)cc1
    -2	-24%	-17	-10	1%	2%	8%[0.369 µM]	-2%	27	?
CCCCCCCCOC(=O)c1ccc(N)cc1
    -1	-27%	-15	-10	5%	-7%[46.1 µM]	-10%	3%	2	-1%
CCCCOc1ccc(OCCNC(=O)c2ccco2)cc1
    -1	-12%	13	-4	19%	9%	9%	0%	-10	17%
Cn1cccc1C(=O)NCC(c1ccco1)N1CCCCC1 (centres undefined)
    0	-6%	9	0	-2%	-1%	-1%	0%	5	?
O=C(N/N=C/c1cccnc1)c1cccc(Cl)c1
    13	-11%	1	10	0%	-4%	1%	-1%	24	0%
COc1cccc(Nc2nc(-c3sc(N)nc3C)cs2)c1
    -5	-27%	-3	7	-2%	-3%	0%	0%	1	?
O=C(CSc1ncnc2c1nnn2Cc1ccccc1)NC1CCCC1
    10	1%	-13	6	0%	7%	-5%	-1%	0	5%
Cc1ccc(S(=O)(=O)N(C)C)cc1NC(=O)COC(=O)CCC(=O)c1cccs1
    0	-2%	8	-11	-4%	1%	7%	-1%	4	6%
CC(OC(=O)/C=C/c1ccc2ccccc2n1)C(=O)N(C)c1ccccc1 (centres undefined)
    -21	0%	-9	-22	4%	11%	4%	-1%	-2	?
CS(C)(=O)=NS(=O)(=O)c1ccc(Cl)cc1
    7	-3%	11	2	0%	-1%	0%	1%	-1	-1%
CC(C)c1ccccc1OCC(=O)Nc1cc(S(=O)(=O)N2CCOCC2)ccc1N1CCCC1
    10	-21%	-11	-3	14%	-2%	13%	-3%	-4	?
CN(Cc1ccccc1)C(=O)c1ccc(NC(=O)Cc2cccc(NC(=O)C3CCN(C(=O)C4CC4)CC3)c2)cc1
    2	1%	28	12	12%	5%	5%	-2%	-12	?
N#Cc1cc([N+](=O)[O-])cnc1Nc1ccccc1
    -3	-6%	5	0	-4%	7%[46.1 µM]	2%	3%	4	2%
O=C(NCC1(c2ccccc2)CCOCC1)c1cccs1
    16	-11%	-2	-4	-1%	4%	5%	2%	1	2%
COc1ccc(OC)c2sc(NC(=O)C(C)C)nc12
    -5	-1%	-2	-3	4%	-3%	-1%	-1%	-5	-33%
O=C(CC(=O)N/N=C/c1ccc(O)cc1)N/N=C/c1ccc(O)cc1
    -2	-21%	-3	6	12%	0%	5%	-4%	1	0%
Cc1cc2oc(=O)cc(-c3ccccc3)c2c(C)c1-c1ccc(OC(F)(F)F)cc1
    1	-1%	-6	2	3%	-5%[46.1 µM]	/	4%	/	7%
Cc1ccnn1CC(=O)N/N=C/c1cn[nH]c1-c1ccccc1
    21	-22%	5	-1	2%	-5%	-1%	1%	4	-4%
Cc1cc(C)n(/N=C/c2cccc([N+](=O)[O-])c2)c(=O)c1
    13	-18%	12	15	-4%	-8%[46.1 µM]	-10%	-1%	-7	19%
O=S(=O)(Nc1cccc(-c2ccc3nncn3n2)c1)c1ccc(Cl)s1
    8	1%	-9	i	1%	4%	-1%	-1%	-8	11%
COCCNC(=O)C(c1ccc(C)o1)N(C(=O)Cn1nnc2ccccc21)c1ccccc1 (centres undefined)
    10	-1%	1	/	3%	1%	-3%	4%	2	3%
COc1ccccc1CCC(=O)Nc1ccc2c(c1)CN(Cc1ccc(CO)o1)CC2
    /	8%	-3	-6	-1%	4%	-1%	-1%	11	2%
COc1ccc(C(=O)N/C(=C\c2cn(C)c3ccccc23)C(=O)N2CCN(C)CC2)cc1OC
    10	-3%	0	-4	-4%	-4%	3%	3%	0	-8%
O=C(CSc1ncccn1)N1CCCC1
    -25	3%	11	0	-4%	-5%	-3%	2%	5	10%
COC(=O)C(C)Sc1nc2c(cnn2-c2ccc(C)cc2)c(=O)[nH]1 (centres undefined)
    -10	-12%	10	-7	-3%	-6%	6%	1%	/	-9%
Cc1ccc(-n2ccc(-c3nn(-c4ccccc4)ccc3=O)n2)cc1
    35	-20%	7	1	-6%	6%	-6%	1%	-3	?
COC(=O)Cn1c(O)c(N=NC(=O)OC)c2ccccc21
    -14	17%	-2	0	-1%	-3%	2%	2%	2	2%

# Part of the list above, as labelled records.
CS(C)(=O)=NS(=O)(=O)c1ccc(Cl)cc1
  KCNH2 3.1 block = 7
  Eya2 inh = -3%
  TSHR antag = 11
  KCNH2 WT inh = 2
  A-T KAP1 phos = 0%
  TCR act = -1%
  Mito fusion yeast = 0%
  USP2a block = 1%
  TRPV1 agonist = -1
  ELG1 repair inh = -1%

CC(C)c1ccccc1OCC(=O)Nc1cc(S(=O)(=O)N2CCOCC2)ccc1N1CCCC1
  KCNH2 3.1 block = 10
  Eya2 inh = -21%
  TSHR antag = -11
  KCNH2 WT inh = -3
  A-T KAP1 phos = 14%
  TCR act = -2%
  Mito fusion yeast = 13%
  USP2a block = -3%
  TRPV1 agonist = -4
  ELG1 repair inh = ?
